MEX-5 binding = C. elegans MEX-5 TCR-2 RNA binding activity; MEX-5/FITC-TCR2 RNA binding, fluorescence polarization; active compounds read low; activity score (negative = inhibition of binding), % at 10 µM; 300,000 tested, 0.38% active;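 active = inhibition past about -25% in most replicates, and total fluorescence under double the plate's negative control median, limit read from the data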;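 note: 0% = DMSO and -100% = 5 µM competing unlabeled TCR2 RNA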
ZTA counter = ZTA (EBV) inhibition in EBNA-1 counter-screen. P03206. ZTA-DNA binding, fluorescence polarization. inhibition, % at 11 µM. 320,000 tested, 0.15% active; in the data active = inhibition above about 33%
Target sequence (P03206 whole entry, looked up): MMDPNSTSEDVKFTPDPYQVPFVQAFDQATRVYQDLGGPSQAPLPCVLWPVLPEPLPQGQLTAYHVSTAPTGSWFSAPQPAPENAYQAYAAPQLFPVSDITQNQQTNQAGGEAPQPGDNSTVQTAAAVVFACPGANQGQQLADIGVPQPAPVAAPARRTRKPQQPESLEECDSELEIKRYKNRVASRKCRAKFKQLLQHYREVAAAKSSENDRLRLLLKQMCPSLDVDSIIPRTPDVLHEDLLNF
MCL1 BIM primary = disrupts human MCL1 binding to BIM-BH3 peptide; GST-MCL1 / FITC-Bim-BH3 fluorescence polarization; inhibition, % at 10.9 µM; 320,000 tested, 0.68% active;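 active = inhibition above the mean inhibition of all tested compounds plus 3 SD, set per campaign, cut at about 40% in these data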;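 note: 0% = DMSO wells and 100% = unlabeled Bim-BH3 peptide control; higher means more loss of mP so more displacement of Bim peptide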
Fam108B inh = blocks mouse Fam108B hydrolase in RBBP9 counter-screen; 300,000 tested, 0.33% active; recombinant Fam108B, FP-Rh probe fluorescence polarization; inhibition, % at 9.51 µM;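 active = inhibition above the screen mean inhibition plus 3 SD, computed separately per campaign, cut at about 18% in these data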;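 note: inhibitors lower polarization as less probe binds the enzyme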
Efflux pump inh = blocks antifungal efflux pumps in multiplex yeast assay. inhibition, % at 10 µM. 330,000 tested, 0.44% active. S. cerevisiae Candida pump triplex, Nile Red efflux;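 active = plate passing quality check with inhibition over a set limit, or well fluorescence over plate mean plus 4 SD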;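 note: Nile Red retained in pooled yeast measured as flow cytometry median fluorescence; 0% = buffer negative control and 100% = Enniatin B positive control; higher means more Nile Red kept so more efflux inhibition; some compounds called inactive have numbers as strong as hits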
GLD-1 RNA inh = GLD-1-TGE RNA interaction inhibition (C. elegans). Q17339. purified GLD-1 + fluorescein TGE RNA, fluorescence polarization. inhibition, % at 5.96 µM. 320,000 tested, 0.44% active;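 active = percent inhibition above a per-plate cutoff, the plate mean of test compounds plus 3 SD, cut at about 30% in these data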;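 note: 0% = DMSO wells with GLD-1 and probe and 100% = wells lacking GLD-1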
Target sequence (Q17339 whole entry, looked up): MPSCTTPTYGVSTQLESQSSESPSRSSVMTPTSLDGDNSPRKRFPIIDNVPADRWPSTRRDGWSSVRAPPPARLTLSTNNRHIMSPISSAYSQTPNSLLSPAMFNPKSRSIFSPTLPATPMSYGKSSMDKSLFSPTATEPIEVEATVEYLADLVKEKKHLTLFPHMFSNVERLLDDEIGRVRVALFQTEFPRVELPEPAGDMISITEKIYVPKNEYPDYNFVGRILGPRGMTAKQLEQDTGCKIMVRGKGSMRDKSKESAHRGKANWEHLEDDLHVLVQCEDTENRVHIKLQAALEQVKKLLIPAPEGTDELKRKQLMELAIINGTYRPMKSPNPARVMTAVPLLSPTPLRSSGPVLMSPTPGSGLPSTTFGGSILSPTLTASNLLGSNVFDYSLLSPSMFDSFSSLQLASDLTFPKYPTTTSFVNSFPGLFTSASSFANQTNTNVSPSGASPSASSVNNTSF
CR mimetic SO = lowers age-related superoxide in aged yeast cells; S. cerevisiae aged cells, superoxide DHE fluorescence; active compounds read low; superoxide response (% of plate mean), % at 10 µM; 330,000 tested, 0.18% active; AID 2690;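 active = superoxide response under a set limit, about three screen SD below normal, cut at about 65% in these data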;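 note: yeast aged for seven days with compound at 30 °C before DHE staining; 100% = average MFI of all compound-treated wells on the plate with controls excluded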
Bcl-xL primary = inhibitors of human Bcl-xL; Q07817; GST-Bcl-xL / FITC-Bim BH3 peptide fluorescence polarization; inhibition, % at 10.9 µM; 320,000 tested, 0.7% active; AID 2129;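 active = inhibition above the mean of all tested compounds plus 3 SD, cutoff set per campaign, cut at about 30% in these data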;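 note: 0% = DMSO wells and 100% = unlabeled Bim-BH3 peptide competitor; inhibitors lower millipolarization by displacing the labeled peptide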
Target sequence (Q07817 whole entry, looked up): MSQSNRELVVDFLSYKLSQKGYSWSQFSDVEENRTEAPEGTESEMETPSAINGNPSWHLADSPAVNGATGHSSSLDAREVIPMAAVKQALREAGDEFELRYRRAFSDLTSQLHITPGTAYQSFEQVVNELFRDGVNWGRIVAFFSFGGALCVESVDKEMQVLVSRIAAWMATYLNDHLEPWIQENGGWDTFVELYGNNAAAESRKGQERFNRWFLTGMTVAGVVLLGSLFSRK
EBNA-1 inhibitor = blocks EBNA-1 binding to DNA; AID 1950; inhibition, % at 14.8 µM; EBNA-1 DNA binding, fluorescence polarization; 300,000 tested, 0.34% active; in the data active = inhibition above about 28%
An asterisk follows results filed as active; x = no result given. Compounds as they come; any-hit rate near 2.3%.

Compound | GLD-1 RNA inh | Fam108B inh | Efflux pump inh | Bcl-xL primary | ZTA counter | MCL1 BIM primary | MEX-5 binding | EBNA-1 inhibitor | CR mimetic SO
CCN(CC)CCCN(Cc1cc2cc3c(cc2[nH]c1=O)OCO3)C(=S)Nc1ccc(OC)cc1 | -4 | 3 | 0.0 | -3 | 0 | 0 | -0.5 | 3 | 92
CC(=O)Nc1ccc(NS(=O)(=O)c2ccc(Cl)c(C(=O)O)c2)cc1 | 5 | -3 | 0.2 | 4 | 1 | 7 | -2.3 | 0 | 99
COc1ccc(O)c(C(=O)c2cnc3c(c2)c(C)nn3CCO)c1 | -5 | 1 | -0.1 | 5 | 3 | 5 | 1.2 | 8 | 88
Clc1cccc(Oc2cnns2)c1Cl | 1 | 4 | 0.0 | 3 | 10 | 1 | -0.5 | 1 | 98
COc1cc(C)c(S(=O)(=O)NOCc2ccc([N+](=O)[O-])cc2)c(C)c1C | 4 | 1 | -0.1 | 6 | -10 | -11 | 1.1 | -5 | 105
O=C(N1CCOCC1)n1cnc2ccccc21 | 3 | -2 | 0.5 | 4 | 17 | 4 | 0.0 | -9 | 96
COCCNC(=O)/C(C#N)=C/c1c(N2CCCCCC2)nc2ccccn2c1=O | 13 | -5 | 0.2 | 2 | -6 | 0 | -0.1 | -8 | 99
O=C(O)c1cccc(-n2nnnc2SCc2ccccn2)c1 | 1 | 0 | 0.0 | 5 | -13 | 1 | 1.4 | 7 | 98
O=C(NC1CCCCCC1)C1CCN(S(=O)(=O)c2ccccc2)CC1 | -2 | -4 | -0.2 | 10 | -6 | 4 | -1.2 | 7 | 84
O=C(Cc1ccc(Cl)cc1Cl)NCC1(N2CCOCC2)CCCCC1 | 9 | -1 | -0.1 | 3 | -14 | -5 | 2.0 | -1 | 103
CC(C)(C)c1ccc(C(=O)NCC2CCCN2S(=O)(=O)c2ccccc2)cc1 (configuration not stated) | 6 | 4 | 0.0 | 4 | -2 | -2 | 0.9 | -13 | 103
COC(=O)c1ccc(C(=O)OC)c(NC(=O)Oc2ccccc2)c1 | 5 | 0 | -0.3 | 4 | -9 | 7 | -1.5 | 8 | 83
Cc1ccc2nc(NC(=O)c3cc(-c4ccco4)nc4ccccc34)sc2c1 | 2 | 0 | -0.1 | 2 | 12 | 1 | -2.2 | -6 | 107
COC(=O)C1=CN(CC2CCCO2)C=C(C(=O)OC)C1c1ccsc1 (configuration not stated) | 6 | -1 | -0.2 | 2 | 11 | 5 | 3.2 | 7 | 107
COc1cccc(-c2sc3ccc(OC)cc3c2-c2ccc(C(N)=O)cc2)c1 | -6 | x | 0.1 | -5 | 18 | -3 | x | x | 104
CCCN(CC(=O)Nc1ccccc1C)C(=O)CCCc1c[nH]c2ccccc12 | 2 | x | -0.1 | 1 | 4 | 1 | x | x | 134
O=C(O)CCC(=O)NCc1ccc(F)cc1 | 8 | -1 | -0.1 | 2 | -8 | -5 | -1.9 | -1 | 100
Cc1ccc(-c2nc(C(Cl)Cl)c3ccccc3n2)cc1 | -1 | -5 | 0.1 | 1 | -9 | -4 | -0.9 | 6 | 97
O=S(=O)([N-]c1nc2ccccc2nc1-[n+]1ccc(Cc2ccccc2)cc1)c1ccc(Br)s1 | 94* | 6 | 0.1 | 83* | -2 | 87* | 0.0 | 3 | 104
CCN(CC)S(=O)(=O)c1cccc(C(=O)NC(Cc2c[nH]c3ccccc23)c2nnc3n2CCCCC3)c1 (configuration not stated) | 2 | 2 | 0.1 | -5 | 0 | -4 | -0.2 | 3 | 77

(further entries)
Compound | GLD-1 RNA inh | Fam108B inh | Efflux pump inh | Bcl-xL primary | ZTA counter | MCL1 BIM primary | MEX-5 binding | EBNA-1 inhibitor | CR mimetic SO
COc1cc(C(C2=C(O)CC(C)(C)CC2=O)C2C(=O)CC(C)(C)CC2=O)cc(OC)c1OC (configuration not stated) | 8 | 1 | -0.2 | 5 | -1 | 6 | 0.7 | 3 | 98
COc1ccc(Cc2nc(-c3ccc(Br)cc3)no2)cc1 | 1 | -3 | -0.3 | 0 | -6 | -5 | x | 3 | 95
O=C(CSc1nncn1-c1ccccc1)NC1CCCc2ccccc21 (configuration not stated) | 0 | 2 | -0.1 | 11 | 6 | 1 | 1.8 | 6 | 106
COc1ccc(S(=O)(=O)n2c([N+](=O)[O-])cnc2C)c(C)c1C | -2 | -4 | -0.1 | 1 | -4 | 7 | 0.4 | -4 | 100
S=C(NCC(c1cccnc1)N1CCOCC1)NC1CCCCC1 (configuration not stated) | 1 | 2 | -0.1 | 2 | 7 | 7 | 2.4 | 18 | 93
CSc1ccccc1C(=O)NCC(c1ccco1)N1CCCCC1 (configuration not stated) | -6 | 1 | -0.2 | -4 | 5 | -2 | 0.8 | -3 | 98
Cc1cc(C)cc(NC(=O)c2cc(S(=O)(=O)NCc3ccco3)ccc2F)c1 | 3 | -3 | 0.0 | 5 | 16 | 0 | 2.6 | 9 | 108
Cc1cc(C(=O)Cn2ncc(Cl)c(Cl)c2=O)c(C)n1CC(F)(F)F | 0 | 1 | 0.3 | -4 | 14 | -6 | 2.3 | 0 | 115
Cc1oc(-c2cccs2)nc1CSCC(=O)NC1CC1 | 3 | -2 | 0.0 | 6 | -12 | 2 | -0.2 | -2 | 99
COc1cccc2sc(N(C)c3ccccc3)nc12 | -8 | 1 | 0.1 | 2 | -10 | -3 | -1.3 | 1 | 104
O=S(=O)(c1ccc2ccccc2c1)N1CCN(C2Cc3ccccc3C2)CC1 | -6 | -2 | 2.7 | 3 | -10 | 10 | x | 6 | 95
Cc1c(Cl)c([N+](=O)[O-])nn1Cc1ccc(C(=O)N/N=C\c2ccccn2)o1 | 7 | -4 | -0.1 | 7 | -2 | -3 | x | -13 | 92
Cc1ccc(Nc2ncnc3c2cnn3C)cc1 | 2 | 0 | 0.0 | 1 | 18 | 3 | -1.2 | 10 | 103
COc1cc(C(=O)Nc2cc3c(cc2N2CCCCC2)n(C)c(=O)n3C)cc(OC)c1OC | 1 | 3 | 0.2 | 4 | 3 | -3 | 0.8 | -15 | 126
O=S(=O)(NCCO)c1ccc2c(c1)Cc1cc(S(=O)(=O)NCCO)ccc1-2 | -2 | -1 | -0.4 | -1 | 8 | -4 | -1.7 | -24 | 96
COc1ccc(OC)c(NC(=O)CCC(=O)Nc2nnc(C(C)C)s2)c1 | 1 | 3 | -0.4 | 5 | -7 | 7 | -0.1 | 4 | 93
Cc1ccc2[nH]c(=O)c(CN(CCc3ccccc3)C(=O)N3CCOCC3)cc2c1 | 0 | 2 | -0.3 | 5 | 3 | -3 | 0.6 | 3 | 99
CCCCn1c(N)c(N(CCOC)C(=O)CSc2n[nH]c(-c3ccc(OC)cc3)n2)c(=O)[nH]c1=O | -1 | 4 | 0.2 | -3 | 8 | -2 | -0.4 | 0 | 94
O=C1C(Cl)=C(N2CCCCCC2)C(=O)N1c1ccc(Br)cc1 | 4 | -3 | 0.1 | 3 | -4 | 3 | -6.6 | -5 | 98
CCN(CC)CC#CC(C)(C)OC(C)=O | 7 | -6 | -0.1 | 4 | -6 | 5 | -0.3 | 11 | 79

Additional compounds
Compound | GLD-1 RNA inh | Fam108B inh | Efflux pump inh | Bcl-xL primary | ZTA counter | MCL1 BIM primary | MEX-5 binding | EBNA-1 inhibitor | CR mimetic SO
O=C1CCC([N+](=O)[O-])C(c2cc3c(cc2Cl)OCO3)N1 (configuration not stated) | 2 | 1 | -0.5 | -2 | -22 | -2 | 0.4 | -6 | 96
CCC(Sc1nc2n[nH]c(C)c2c(=N)n1-c1ccc(C)c(Cl)c1)C(=O)N1CCOCC1 (configuration not stated) | 1 | -4 | 0.2 | -1 | 6 | -5 | 3.7 | 3 | 97
O=C(Nc1ccc(C(=O)N2CCOCC2)cc1)Nc1ccc(Cl)cc1Cl | 7 | -2 | -0.2 | 2 | 17 | 2 | -4.4 | 0 | 109
COc1cccc(C(C(=O)NCc2ccccc2)N(C(=O)c2csnn2)C2CC2)c1 (configuration not stated) | 1 | -1 | 0.1 | 3 | 8 | 22 | -1.7 | 15 | 95
Cc1ccccc1N(CC(=O)N/N=C/c1ccccc1Cl)C(=O)c1ccccc1 | 2 | 1 | 0.1 | 0 | -1 | 2 | -2.1 | -4 | 114
CCOC(=O)CSc1nc2c(sc(=S)n2Cc2ccco2)c(=O)n1-c1ccc(F)cc1 | 1 | -2 | 0.2 | 5 | -4 | 3 | -1.2 | -3 | 107
COc1ccc(C2=NCCc3cc(OC)c(OC)cc32)cc1OC | 3 | 0 | 0.1 | 4 | -7 | -3 | 0.1 | -16 | 108
O=C(C1CCCO1)N1CCN(Cc2nc3ccccc3c(=O)[nH]2)CC1 (configuration not stated) | 4 | 3 | -0.1 | 10 | 10 | 6 | -5.0 | 10 | 101
N#Cc1c(NC(=O)CN2CCN(C(=O)c3ccco3)CC2)sc2c1CCCCC2 | 3 | 0 | 0.0 | 5 | 19 | 2 | -2.5 | 6 | 103
OCC12COC(c3ccccc3)N1C(c1ccccc1)OC2 (configuration not stated) | -7 | -1 | 0.1 | 1 | -3 | 2 | -0.9 | -22 | 96
COc1ccc(NC(=O)c2ccc(NC(=O)c3ccco3)cc2)c(OC)c1 | 3 | 1 | -0.2 | 2 | -3 | -1 | -3.1 | -18 | 97
COc1ccc(CS(=O)(=O)/C(Cl)=C(/Cl)C(=O)Nc2ccc(OC)nc2)cc1 | 2 | -5 | -0.2 | 3 | -10 | -1 | 0.7 | -4 | 119
CCOC(=O)c1ccc(NC2OC(=O)c3ccccc32)cc1 (configuration not stated) | -4 | 5 | 0.0 | 2 | -10 | -1 | -0.6 | -1 | 95
Cc1oc2cc3oc(=O)c(CCC(=O)N(C)CC(=O)O)c(C)c3cc2c1C | -3 | 0 | 0.0 | 6 | 5 | -1 | 0.7 | -3 | 101

Molecules from the list above with an NH in an aromatic ring, in the order listed:
Compound | GLD-1 RNA inh | Fam108B inh | Efflux pump inh | Bcl-xL primary | ZTA counter | MCL1 BIM primary | MEX-5 binding | EBNA-1 inhibitor | CR mimetic SO
CCN(CC)CCCN(Cc1cc2cc3c(cc2[nH]c1=O)OCO3)C(=S)Nc1ccc(OC)cc1 | -4 | 3 | 0.0 | -3 | 0 | 0 | -0.5 | 3 | 92
CCCN(CC(=O)Nc1ccccc1C)C(=O)CCCc1c[nH]c2ccccc12 | 2 | x | -0.1 | 1 | 4 | 1 | x | x | 134
CCN(CC)S(=O)(=O)c1cccc(C(=O)NC(Cc2c[nH]c3ccccc23)c2nnc3n2CCCCC3)c1 (configuration not stated) | 2 | 2 | 0.1 | -5 | 0 | -4 | -0.2 | 3 | 77
Cc1ccc2[nH]c(=O)c(CN(CCc3ccccc3)C(=O)N3CCOCC3)cc2c1 | 0 | 2 | -0.3 | 5 | 3 | -3 | 0.6 | 3 | 99
CCCCn1c(N)c(N(CCOC)C(=O)CSc2n[nH]c(-c3ccc(OC)cc3)n2)c(=O)[nH]c1=O | -1 | 4 | 0.2 | -3 | 8 | -2 | -0.4 | 0 | 94
CCC(Sc1nc2n[nH]c(C)c2c(=N)n1-c1ccc(C)c(Cl)c1)C(=O)N1CCOCC1 (configuration not stated) | 1 | -4 | 0.2 | -1 | 6 | -5 | 3.7 | 3 | 97
O=C(C1CCCO1)N1CCN(Cc2nc3ccccc3c(=O)[nH]2)CC1 (configuration not stated) | 4 | 3 | -0.1 | 10 | 10 | 6 | -5.0 | 10 | 101

Entries listed so far printed as active in GLD-1 RNA inh.
SMILES,GLD-1 RNA inh,Efflux pump inh,Bcl-xL primary,MCL1 BIM primary,MEX-5 binding,EBNA-1 inhibitor
O=S(=O)([N-]c1nc2ccccc2nc1-[n+]1ccc(Cc2ccccc2)cc1)c1ccc(Br)s1,94*,0.1,83*,87*,0.0,3
